Screening results from PubChem BioAssay.
proCasp7 act = counter-screen for procaspase-3 activators: activators of human procaspase-7 | recombinant procaspase-7, Ac-DEVD-pNA absorbance 405 nm; D23A/D198A/D206A triple mutant, cannot self-cleave; scale: DMSO 0, 5 µM enzyme 100 | hit rate 0.093% among 330,000 | AID 463210 | P55210 | activation, % at 8.5 µM;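 active = percent activation above the screen-wide mean plus 3 SD, cut at about 25% in these data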
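System: Uncleavable procaspase-7 mutant enzyme; Amount: 2 µM procaspase-7 mutant as dispensed; Schedule: 1 h compound preincubation, 2 h substrate cleavage, 25 °C; Measured by: 405 nm absorbance of p-nitroaniline; Evaluation: percent activation from buffer-corrected 0–120 min absorbance change; Control set: low DMSO alone, high DMSO plus 5 µM PC-7.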
proCasp3 act = activates human procaspase-3. hit rate 0.11% among 330,000. P42574. AID 463141. activation, % at 8.5 µM. recombinant procaspase-3 D3A, Ac-DEVD-pNA absorbance 405 nm;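 active = activation above the mean of all tested compounds plus 3 SD, cut at about 21% in these data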;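 note: 0% = DMSO alone and 100% = DMSO wells spiked with extra 5 µM PC-3 D3A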
Target sequence (P42574 whole entry D9A/D28A/D175A): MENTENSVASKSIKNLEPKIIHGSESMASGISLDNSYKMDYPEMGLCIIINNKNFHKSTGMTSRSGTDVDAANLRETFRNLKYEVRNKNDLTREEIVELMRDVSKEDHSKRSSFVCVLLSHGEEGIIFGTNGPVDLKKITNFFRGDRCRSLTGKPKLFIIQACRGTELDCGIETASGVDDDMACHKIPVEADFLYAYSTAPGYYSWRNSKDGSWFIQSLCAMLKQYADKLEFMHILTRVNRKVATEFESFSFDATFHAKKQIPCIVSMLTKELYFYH
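Assay system – Procaspase-3 D3A mutant, all three cleavage aspartates alanine · Controls – DMSO-only low control, 5 µM PC-3 D3A high control · Schedule – 1 h compound preincubation, 2 h substrate hydrolysis at 25 °C · Signal – 405 nm absorbance of p-nitroaniline, reads at 0 and 120 min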
PP1 counter = PP1-alpha (human) inhibition in PP5 counter-screen | AID 2235 | hit rate 0.9% among 320,000 | inhibition, % at 6.7 µM | purified PP1alpha, OMFP fluorescence | P62136;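 active = inhibition above the mean inhibition of all tested compounds plus 3 SD, computed separately for each screening campaign, cut at about 15% in these data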
PP5 inh = inhibitors of human protein phosphatase 5 (PP5). P53041. purified PP5c, OMFP substrate fluorescence. inhibition, % at 6.7 µM. hit rate 0.18% among 320,000. AID 1987;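 active = inhibition above the campaign's mean inhibition across all tested compounds plus 3 SD, cut at about 9.5% in these data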;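 note: 0% = DMSO only and 100% = 100 µM cantharidin control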
Efflux pump mplx = inhibitors of Candida antifungal efflux pumps expressed in yeast; hit rate 0.44% among 330,000; S. cerevisiae Candida pump triplex, Nile Red efflux; inhibition, % at 10 µM;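 active = plate passing quality check with inhibition over a set limit, or well fluorescence over plate mean plus 4 SD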;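 note: Nile Red retained in pooled yeast measured as flow cytometry median fluorescence; 0% = buffer negative control and 100% = Enniatin B positive control; higher means more Nile Red kept so more efflux inhibition; some compounds called inactive have numbers as strong as hits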
CTSL1 counter = cathepsin L1 inhibition, PFM18AAP counter-screen; recombinant F. hepatica cathepsin L1, Z-Leu-Arg-MCA fluorescence; inhibition, % at 5.96 µM; hit rate 0.49% among 300,000;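 active = inhibition above the mean of all tested compounds plus 3 SD, set per screening campaign, cut at about 17% in these data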;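 note: 0% = plate median of test compound wells and 100% = 1 µM Z-Phe-Ala-diazomethylketone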
JMJD2C inh = inhibitors of human GASC-1 (JMJD2C) demethylase; Q9H3R0; GST-JMJD2C(1-420) H3K9me3 demethylation, DELFIA europium; inhibition, % at 2.35 µM; hit rate 0.069% among 330,000; AID 2099;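 active = more than half of a compound's replicate wells show inhibition beyond 50%, single wells judged on their own value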;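 note: signal counts dimethyl H3K9 product captured on neutravidin plate; 0% = median of DMSO wells and 100% = 0.3 times that DMSO median; strong numbers were not always called active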
Target sequence (Q9H3R0 1-420 limits assumed): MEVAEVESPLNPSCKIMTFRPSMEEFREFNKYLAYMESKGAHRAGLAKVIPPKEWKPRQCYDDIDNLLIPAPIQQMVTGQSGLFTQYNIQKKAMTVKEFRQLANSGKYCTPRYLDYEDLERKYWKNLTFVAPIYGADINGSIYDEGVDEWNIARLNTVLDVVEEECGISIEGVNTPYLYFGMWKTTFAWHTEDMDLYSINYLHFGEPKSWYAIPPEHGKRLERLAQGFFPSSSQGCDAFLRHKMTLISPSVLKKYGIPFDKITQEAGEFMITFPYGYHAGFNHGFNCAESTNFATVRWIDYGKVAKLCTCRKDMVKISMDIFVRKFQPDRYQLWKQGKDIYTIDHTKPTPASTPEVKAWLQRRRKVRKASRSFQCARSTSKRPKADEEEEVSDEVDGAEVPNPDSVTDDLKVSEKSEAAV
core dimer inh = HCV core protein dimerization inhibition; inhibition, % at 5 µM; TR-FRET GST/Flag-core106 dimerization, 1536-well; hit rate 0.33% among 300,000;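 active = inhibition above the mean of all tested compounds plus 3 SD, set per screening campaign, cut at about 45% in these data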
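Assay system: Tagged HCV core106 pair (GST and Flag) | Buffer or medium: KF-containing HEPES buffer, pH 7.45, DTT, CHAPS, BSA | Also added: Eu donor and XL665 acceptor anti-tag antibodies | Dosing: One concentration, 5 µM, in 0.5% DMSO | Timing: 4 h at 22.5 °C | Technique: TR-FRET 671 and 617 nm emission | Repeats: Singlicate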
TPT1 inh = inhibitors of Candida albicans tRNA 2'-phosphotransferase TPT1. recombinant caTPT1, FP RNA substrate dephosphorylation. hit rate 0.81% among 300,000. inhibition, % at 5 µM;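 active = inhibition above the mean of all tested compounds plus 3 SD, set per screening campaign, cut at about 24% in these data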;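 note: plate controls were DMSO alone for no effect and ferristatin control at 100 nM for full effect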
* hit, by the source's call; x = not tested or not shown.

cpd	Compound	proCasp7 act	proCasp3 act	PP1 counter	PP5 inh	Efflux pump mplx	CTSL1 counter	JMJD2C inh	core dimer inh	TPT1 inh
1	N#CCC(=N)N1CCN(c2ccc(Cl)cc2)CC1	1.1	2.5	-1.6	-1.3	-0.1	3.7	-1.4	4.4	-2.6
2	O=C(CCN1C(=O)/C(=C/c2ccccc2)SC1=S)NCCCN1CCOCC1	-18.4	2.5	0.0	1.9	0.0	-2.3	5.7	5.3	-0.7
3	c1cncc(CNc2ncnc3ccc(-c4cccnc4)cc23)c1	8.1	6.3	x	x	-0.2	x	-10.2	x	x
4	Cc1cccc(NC(=S)NC2CCCC2)c1	3.0	-0.7	1.2	0.6	-0.1	-2.0	1.5	-9.5	-3.4
5	COc1ccc(Br)cc1S(=O)(=O)N1CCCC1	1.4	9.2	-2.8	0.4	0.2	-3.8	-1.5	-0.1	-1.2
6	COC(=O)C1=C(C)N(c2ccc(S(N)(=O)=O)cc2)C(=O)C1	-4.3	-4.8	-1.7	-2.3	-0.1	5.2	7.9	-0.4	-1.4
7	O=C(CSc1nnc2ccccn12)Nc1ccc2c(c1)OCO2	1.4	2.7	-5.5	-2.4	0.0	-1.2	-1.9	-2.4	-1.9
8	COc1ccc(C)cc1NC(=O)C1CCCN(S(=O)(=O)c2ccc3c(c2)CCCN3C(C)=O)C1 (configuration not stated)	7.5	-2.2	1.0	-1.4	0.0	0.3	26.5	6.4	-1.8
9	Cc1cccc(NC(=O)CSc2nc(-c3ccccc3)c(C#N)c(=O)[nH]2)c1C	8.2	2.8	-0.5	1.7	0.0	-0.1	-2.3	18.7	2.4
10	O=C(CCc1ccccc1)NNC(=O)c1ccc(Cl)cc1	0.8	3.2	1.3	0.8	-0.1	0.9	0.2	6.9	-1.5
11	O=C(NCc1n[nH]c(=S)n1Cc1ccccc1)c1ccccc1	2.0	0.1	-1.1	-1.2	0.1	-1.5	-7.0	0.2	-3.4
12	COC(=O)C1CC(=O)N(c2ccc(OCc3ccccc3Cl)cc2)C1 (configuration not stated)	-12.2	1.2	-6.0	-1.8	0.0	-1.9	1.2	8.1	1.3
13	COc1ccc(OC)c(/C=C2\SC(=S)N(NS(=O)(=O)c3ccccc3)C2=O)c1	4.7	-10.1	6.3	-0.3	-0.1	3.6	5.5	-1.8	9.7
14	CC(C)CN1CCN(Cc2cnc(N3CCOCC3)s2)CC1CCO (configuration not stated)	6.7	-1.3	-3.4	0.8	0.0	6.4	-17.2	-4.5	-0.9
15	COc1cc(OC)c2c(N)c(C#N)c(C(F)(F)C(F)(F)F)nc2c1	7.8	5.9	-1.2	1.6	-0.1	4.0	-4.5	42.5	-2.6
16	CCOC(=O)c1ccc(S(=O)(=O)N2CCC(C(=O)NCc3ccccc3OC)CC2)cc1	-8.1	1.7	-0.6	-2.0	0.2	x	-2.5	x	x
17	CCCCn1c(=O)c(CCC(=O)OCC(=O)Nc2ccc(F)c(Cl)c2)nc2ccccc21	5.4	1.1	-4.1	1.7	0.2	2.1	1.4	-8.9	-0.9
18	C=CCSc1cc(C)nc2c(-c3ccccc3)c(C)nn12	6.6	1.2	-0.5	-0.4	-0.1	-1.5	2.9	-3.3	-1.6
19	COc1cccc(/C=N/NC(=O)c2cccc(N3CCCC3=O)c2)c1	-4.5	6.6	0.6	2.0	0.0	-2.0	92.0	0.5	-0.9
20	Cc1ccc(-n2c(-c3ccccc3)c[n+]3c2CCc2ccccc2-3)c(C)c1	-6.0	-1.9	-4.6	-1.2	0.2	-7.9	x	2.1	2.5
21	Clc1ccc(/C=N/Nc2nnc(-c3ncc[nH]3)c3ccccc23)cc1	11.6	2.2	-1.5	3.3	0.0	7.3	2.8	-8.2	-0.1
22	Cc1cc(C)n(CC(=O)N/N=C/c2ccccn2)n1	1.8	9.9	1.2	2.3	0.4	1.4	5.5	-8.6	3.2
23	O=C1c2ccccc2C(=O)C1C1=Nc2ccccc2NC(c2ccccc2)C1 (configuration not stated)	15.5	1.1	-4.8	-1.3	-0.1	2.1	-1.6	2.7	0.3
24	O=C(NCCOc1ccccc1F)C1CC(=O)N(c2ccc3c(c2)OCCO3)C1 (configuration not stated)	-6.9	2.6	1.0	4.2	0.0	x	-3.6	x	x
25	Cc1ccc(N2CC(C(=O)NCc3n[nH]c(=O)c4ccccc34)CC2=O)cc1 (configuration not stated)	-6.1	4.5	-5.6	-2.1	0.5	-5.1	2.4	2.8	2.9
26	CC(=O)c1cccc(NC(=O)C23CC4CC(C2)CC(n2cncn2)(C4)C3)c1	7.2	-3.2	-2.1	3.8	0.5	-3.1	3.0	-0.6	-0.6
27	Cc1ccc(CCSCC(=O)O)cn1	2.2	-5.5	-1.6	-0.1	0.2	-2.9	-5.0	0.0	-0.3
28	Cc1cc2n(c1)CCn1c(C)ccc1-2	-4.0	-7.5	0.6	1.6	0.5	-3.0	-5.1	23.1	-27.3
29	CCOc1ccc(NC(=S)NN2CCN(C)CC2)cc1	0.0	-1.3	-4.2	-0.4	-0.4	-1.1	-8.0	4.2	1.1
30	CC(=O)c1cccc(NC(=O)CN2C(=O)C3C4C=CC(C4)C3C2=O)c1 (configuration not stated)	-2.5	0.8	-5.3	-0.1	0.0	-0.9	-8.2	-0.2	-3.3
31	CCCc1cc(C(=O)Nc2sc(C(C)=O)c(C)c2C(=O)OCC)no1	-10.1	0.9	-0.3	-2.0	0.0	0.3	-2.2	6.0	3.4
32	O=c1[nH]nc(CNc2ccc(O)cc2)c2ccccc12	-14.5	-4.8	7.9	8.1	0.0	-8.4	-16.5	-26.3	-75.0
33	CN(C)c1ccc(C(=O)NCC(c2cccs2)N2CCOCC2)cc1 (configuration not stated)	-8.6	-8.7	x	x	0.4	x	5.6	x	x
34	CCCOc1cc(C)c(Cl)cc1S(=O)(=O)N(CC)CC	5.9	-3.3	-2.0	2.3	0.0	2.1	-1.4	8.1	0.3
35	CCCCNC(=O)NS(=O)(=O)c1ccc(C(=O)OC)o1	8.2	0.6	0.2	-1.3	0.1	4.6	3.2	-1.8	-0.5
36	CCOc1cc(C(=S)N2CCOCC2)cc(Br)c1OS(=O)(=O)c1ccccc1	-18.6	-10.9	2.7	2.4	0.1	0.1	-1.2	5.1	0.3
37	CN(C)CCN(Cc1ccco1)S(=O)(=O)c1csc(C(N)=O)c1	2.5	0.8	-3.9	0.3	0.0	-2.2	-2.4	0.4	0.1
38	CC(=O)Nc1ccc(NC(=O)c2ccccc2F)cc1	2.5	0.4	10.3	-1.5	0.0	0.6	-0.7	1.1	-5.8
39	OCCOCCNc1ncnc2c1cnn2-c1ccccc1	9.8	5.8	0.2	-0.5	-0.1	1.3	-3.2	-1.6	-4.0
40	Cc1cccc(CNc2ccc(C(CC(N)=O)NC(=O)c3ccccc3)cc2[N+](=O)[O-])c1 (configuration not stated)	-7.3	8.4	8.8	1.9	0.0	2.7	-4.1	11.7	0.8
41	COc1ccc(N/C=C(\C#N)S(=O)(=O)c2ccc(OC)cc2)cc1	-1.9	-4.6	-1.3	2.4	-0.2	2.9	-3.2	-3.0	-0.2
42	O=C(COc1ccc(NC(=O)c2ccccc2[N+](=O)[O-])cc1)c1ccc(F)cc1	1.8	-5.8	-0.1	2.0	0.1	3.7	-9.8	12.1	-6.0
43	CCOC(=O)c1cnc(-n2nc(C)cc2C)nc1NC	3.2	-2.9	-1.6	4.6	0.0	0.3	13.1	-2.7	0.0
44	CSc1ccccc1OCc1cc(C(=O)NC2CCc3ccccc32)no1 (configuration not stated)	-5.0	8.8	-4.5	-0.8	0.0	3.4	36.1	-9.6	-3.3
45	COc1ccccc1/C=C\C(=O)NCC(=O)N/N=C/c1ccc(O)cc1O	-3.5	8.5	2.7	1.0	-0.1	1.1	4.1	-5.5	-0.9
